# V1R ag counter = activates human V1a receptor in oxytocin agonist counter-screen; activation, % at 3 µM; 0.25% of 320,000 active; P37288; CHO-V1R cells, Fluo-8 calcium fluorescence, agonist mode; 0% DMSO, 100% 3 nM vasopressin;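 active means activation above the mean activation of all tested compounds plus 3 SD, per screening run, cut at about 20% in these data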;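 further: signal is peak over basal fluorescence ratio across a 100 second FLIPR read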
# M1 ag parental = nonselective activator or artifact in parental CHO-K1 cells; 0.48% of 360,000 active; activation, % at 3 µM; Fluo-8 calcium fluorescence; scaled to maximal ATP response, vehicle zero; AID 602248; in the data active means activation above about 15%;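 further: untransfected CHO-K1 host cells lacking M1 receptor as counterscreen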
# M1 ag = activates human CHRM1 receptor; 0.33% of 360,000 active; activation, % at 3 µM; CHO-K1 hM1, Fluo-8 calcium fluorescence, agonist mode; 0% DMSO, 100% acetylcholine EC100; P11229;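 active means activation above the run's mean compound activation plus 3 SD, cut at about 16% in these data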;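 further: peak over basal fluorescence ratio within a 140 s kinetic read after compound addition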
# Target sequence (P11229 whole entry, looked up): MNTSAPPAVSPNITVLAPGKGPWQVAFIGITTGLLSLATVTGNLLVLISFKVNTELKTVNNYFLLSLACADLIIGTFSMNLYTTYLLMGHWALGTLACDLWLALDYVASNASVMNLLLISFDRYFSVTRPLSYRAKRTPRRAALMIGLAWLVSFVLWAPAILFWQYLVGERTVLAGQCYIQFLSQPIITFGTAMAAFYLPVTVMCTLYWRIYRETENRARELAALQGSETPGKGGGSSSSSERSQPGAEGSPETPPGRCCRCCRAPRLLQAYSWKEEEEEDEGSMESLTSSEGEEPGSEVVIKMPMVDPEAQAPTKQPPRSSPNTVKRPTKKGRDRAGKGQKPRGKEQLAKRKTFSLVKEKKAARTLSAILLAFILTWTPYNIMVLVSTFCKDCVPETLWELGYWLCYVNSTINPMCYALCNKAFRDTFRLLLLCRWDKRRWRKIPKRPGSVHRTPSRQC
# CHO-K1 Ca PAM = counter-screen for M1 PAMs: effect in parental CHO-K1 cells. activation, % at 3 µM. ATP EC20, Fluo-8 calcium fluorescence; 0% at ATP EC20, 100% at ATP max. 0.02% of 360,000 active;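 active means activation above the run cutoff, the mean activation of all test compounds plus 3 SD, cut at about 40% in these data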;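 further: peak over basal fluorescence ratio in a 140 s read after ATP addition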
# TAAR1 ag = human TAAR1 agonism | activation, % at 3 µM | Q96RJ0 | AID 624467 | 0.99% of 360,000 active | CHO RD-HGA16 TAAR1, Fluo-8 calcium fluorescence; vehicle wells 0%, saturating PEA agonist 100%;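 active means activation above the mean activation of all test compounds in the run plus 3 SD, cut at about 38% in these data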
#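 Assay system: CHO-derived RD-HGA16 cells with stable Gα16 and human TAAR1; timing: 17-24 h seeding, 75 min 37 °C dye, 30 min RT; read-out: % activation from peak over basal fluorescence ratio, DMSO-to-PEA scaled; measured by: kinetic Fluo-8 calcium fluorescence; benchmarks: low control DMSO, high control PEA (EC100); doses: 3 µM single concentration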
# OXTR potentiator = potentiates the human oxytocin receptor response. activation, % at 3 µM. P30559. AID 2445. CHO-OTR cells, Fluo-8 calcium fluorescence, potentiator mode; 0% = oxytocin EC15, 100% = EC100. 0.061% of 320,000 active;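 active means activation above that plate's cutoff, the mean activation of tested compounds plus 3 SD, cut at about 6.6% in these data, passing the limit was not always enough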;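 further: 100% uses oxytocin at 75 nM as the full agonist control; some results filed as inactive read as strong as hits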
# Target sequence (P30559 whole entry, looked up): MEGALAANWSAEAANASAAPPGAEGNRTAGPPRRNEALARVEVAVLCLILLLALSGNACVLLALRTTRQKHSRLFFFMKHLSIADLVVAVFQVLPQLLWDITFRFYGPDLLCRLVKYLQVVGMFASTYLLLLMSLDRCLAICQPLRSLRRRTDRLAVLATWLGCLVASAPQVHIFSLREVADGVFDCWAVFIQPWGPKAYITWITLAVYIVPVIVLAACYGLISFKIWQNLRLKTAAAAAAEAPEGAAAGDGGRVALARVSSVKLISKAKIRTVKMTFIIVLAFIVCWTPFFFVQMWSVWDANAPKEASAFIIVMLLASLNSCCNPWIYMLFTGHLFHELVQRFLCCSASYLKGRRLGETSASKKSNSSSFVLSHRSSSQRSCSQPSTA
#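 Measured by – Fluo-8 calcium dye fluorescence · Test system – human OTR in CHO cells · Dosing – one concentration, 3.0 µM compound · Controls – EC15 oxytocin alone as 0%, 75 nM oxytocin as 100% · Evaluation – normalized max/min fluorescence ratio, % activation · Timing – 6 min pre-incubation, 100 s read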
# TAAR1 antag = human TAAR1 antagonism; AID 624466; CHO RD-HGA16 TAAR1, Fluo-8 calcium fluorescence, antagonist; 1.5% of 360,000 active; inhibition, % at 3 µM;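 active means inhibition above a per-plate cutoff, the mean inhibition of test compounds on that plate plus 3 SD, cut at about 49% in these data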;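 further: 0% = DMSO plus EC80 beta-PEA response and 100% = DMSO alone without agonist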
#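 Material: RD-HGA16 CHO cells with stable hTAAR1 and Gα16; Dosing: single nominal final test compound concentration of 3 µM; Schedule: seeding 17-24 h prior, 75-min 37 °C, 30-min RT dye loading; Detection: kinetic Fluo-8 calcium fluorescence measurement; Measure: % inhibition from peak post-agonist over basal fluorescence ratio; Benchmarks: vehicle and agonist controls.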
# CHO parental Ca = counter-screen for OX1R antagonists: effect in parental CHO cells; 0.63% of 330,000 active; AID 463079; parental CHO-K1, ATP-induced calcium, Fluo-8 fluorescence; inhibition, % at 5.6 µM;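 active means inhibition above that plate's mean sample inhibition plus 3 SD, cut at about 26% in these data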;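 further: 0% = ATP-challenged DMSO wells and 100% = DMSO wells without ATP; some compounds past the cut are filed as inactive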
#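 Assay system: parental CHO cells; Read-out basis: percent inhibition of ATP-evoked calcium rise, normalized to controls; Benchmarks: ATP and no-ATP DMSO wells; Compound dosing: single nominal dose of 5.6 µM per compound; Signal: Fluo-8 calcium dye fluorescence; Also added: ATP as calcium-mobilizing challenge; Repeats: singlicate.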
# CHO-K1 Ca antag = counter-screen for M1 antagonists: effect in parental CHO-K1 cells; inhibition, % at 3 µM; 0.6% of 360,000 active; ATP-induced calcium, Fluo-8 fluorescence;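 active means inhibition above a per-plate cutoff, the plate's mean sample inhibition plus 3 SD, cut at about 24% in these data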;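 further: 0% = DMSO plus EC80 ATP and 100% = DMSO alone without ATP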
# Numbers without * were called inactive; x = no result given. Rows were taken by chance; 3.3% or so of the library scored in one or more.
# Results follow in this order: V1R ag counter	M1 ag parental	M1 ag	CHO-K1 Ca PAM	TAAR1 ag	OXTR potentiator	TAAR1 antag	CHO parental Ca	CHO-K1 Ca antag
> O=C(OCc1ccc(Cl)cc1)c1cccnc1Cl
  -0.9	0.1	-8	8	-1	-11	2	-10	-3
> O=C(NN1C(=O)c2ccc(-c3ccc4c(c3)C(=O)N(NC(=O)c3cccnc3)C4=O)cc2C1=O)c1cccnc1
  0.6	0.7	-4	21	7	6	7	-9	-6
> COc1ccccc1C(=O)Nc1ccc(S(=O)(=O)N2CCN(C)CC2)cc1
  0.3	3.1	-5	1	2	2	-43	-13	-6
> Cc1nc([N+](=O)[O-])cn1CC(O)c1ccc(Cl)cc1 (centres undefined)
  0.7	0.4	-2	10	5	1	-14	-20	-3
> COc1ccc(CCN(CC(=O)NC2CCCC2)C(=O)CCC(=O)Nc2cc(C)on2)cc1OC
  0.7	0.0	-4	10	1	-4	-25	-8	-6
> Cc1cccc(/C=N/n2c(-c3ccco3)n[nH]c2=S)c1
  -0.2	1.4	-2	19	7	-2	0	-5	-17
> CCCCCC1C(=O)N2C=C(c3ccccc3)c3ccccc3N2C1=O (centres undefined)
  x	-0.1	-4	-5	-1	x	-11	x	9
> Cc1ccc(CN(C(=O)c2cc(=O)c3cc(C)cc(C)c3o2)C2CCS(=O)(=O)C2)cc1 (centres undefined)
  0.6	2.0	-5	19	3	-2	-10	-14	-3
> COc1ccc(C(=O)N2CCNC(=O)C2)cc1S(=O)(=O)Nc1ccc(Br)cc1
  1.0	-0.1	-4	-4	1	2	0	-7	-1
> Cc1noc(C)c1C(=O)NCc1ccccc1
  0.5	0.7	-4	17	2	-11	0	-9	0
> CC(=O)Nc1ccc(C(=O)CSc2cc(C)c3cccc(C)c3n2)cc1
  0.4	0.8	-7	22	1	-4	6	-10	-10
> Cc1nn2c(Nc3ccc(F)cc3)c3c(nc2c1-c1ccccc1)CCC3
  -1.1	1.6	-3	12	-1	-7	7	-1	4
> O=C(CSc1ncnc2c1oc1ccccc12)Nc1cccc(C(F)(F)F)c1
  0.4	2.0	1	7	2	-8	2	-5	5
> Cc1ncc([N+](=O)[O-])n1CC(=O)Nc1ccc2c(c1)OCO2
  0.6	-0.5	-7	-10	4	-3	3	1	7
> CSCCC(NC(=O)c1occc1C)C(=O)O (centres undefined)
  0.4	0.7	-3	14	1	-4	-2	2	1
> COC(=O)COc1ccc(C)cc1-n1nc2ccccc2n1
  -0.4	0.8	-1	0	-1	3	0	-9	-5
> CCCOc1ccc(/C=N/NC(=O)C2CC2)c(OCCC)c1
  -0.9	-0.2	-4	12	6	-1	-8	-26	-13
> COc1cccc(-c2nnc(N)o2)c1
  -0.1	0.1	-2	-11	5	-14	-5	-5	-1
> Cc1nnc(NC(=O)CSc2nc(N)c(NC(=O)c3cccs3)c(=O)[nH]2)s1
  -0.6	1.1	0	13	4	-5	-11	-6	-13
> CN(C)Cc1cc(CN(C)C)c(O)c(CCc2ccccc2)n1
  0.0	0.9	-5	22	7	-7	-6	0	-7
> COc1c(C=O)cc2c3c1CCCN3CCC2
  0.2	-0.3	-1	-12	10	-1	-7	-3	7
> Cc1ccccc1NC(=O)C1C2C=CC(C3CC23)C1C(=O)O (centres undefined)
  0.3	0.3	-7	20	3	-23	5	-10	-7
> Cn1c(=O)c2c(nc(CO)n2C)n(C)c1=O
  0.2	-0.1	-5	-4	2	-4	1	-11	3
> O=C(CCNc1ccc(Cl)cc1)c1cccs1
  0.1	2.4	-6	22	-1	-2	16	-10	-14
> COc1cc(CC(=O)OCC(=O)NCC(C)C)cc(OC)c1OC
  0.8	1.1	-4	24	6	-10	-12	-1	-18
> Cc1ccc(S(=O)c2snnc2C)cc1 (centres undefined)
  0.3	0.2	-8	-2	1	-12	-6	-8	-7
> Cc1ccc(NC(=O)CSc2ccccc2)cc1S(=O)(=O)N1CCOCC1
  x	0.2	-3	6	7	x	-27	x	2
> CC1CCN(C(=O)COC(=O)Cc2ccc(Br)cc2)CC1
  -0.5	1.1	-4	-2	-2	0	-9	-12	-12
> CCOC(=O)N1CCN(S(=O)(=O)c2cccc3ccc(C)nc23)CC1
  0.6	5.5	-2	11	13	-11	37	-10	-1
> Cc1ccc(C(=O)Nc2ccccc2SCC2CSc3nc4ccccc4c(=O)n32)cc1 (centres undefined)
  -1.2	-0.6	-6	16	8	-9	-6	-8	-5
> Cc1cc(Cl)ccc1NC(=O)COC(=O)c1nc2nccc(C)n2n1
  0.2	0.6	-3	17	8	-10	2	-14	-13
> Clc1ncc(CSc2ccccc2)s1
  -1.5	-0.1	-2	22	1	-11	-42	9	-11
> CCCNC(=O)c1ccc2c(=O)c(O)c(-c3ccc(F)cc3)[nH]c2c1
  1.0	0.0	-4	2	x	-2	x	6	-15
> COc1cc(-c2nnc3sc(C4CCCCC4)nn23)cc(OC)c1OC
  0.0	1.8	-4	17	x	-8	x	-19	-17
> Brc1ccccc1OCCOc1cccc2cccnc12
  -0.3	1.2	-5	19	2	-6	1	-27	-8
> Cn1c(O)c(C2=c3ccccc3=NC2=O)[nH]c1=S
  -0.4	-0.7	-6	13	0	-3	-22	-5	-2
> O=C(O)CCNc1cc(N2CCN(C(=O)c3ccco3)CC2)c2noc3c2c1C(=O)c1ccccc1-3
  0.3	2.1	-3	11	6	0	2	-2	-4
> COc1ccc(Br)cc1CN(C)CC(=O)Nc1cc([N+](=O)[O-])ccc1OC
  -0.6	0.6	-8	6	3	-8	25	-11	8
> CCn1c(=O)c(C(=O)NNC(=O)c2cccc(Cl)c2)c(O)c2ccccc21
  26*	22*	21*	-3	38*	-11	71*	95*	3
> CCc1cc(C)cc(OCCOc2ccccc2/C=N/NC(C)=O)c1
  0.2	1.6	-1	13	-3	5	10	-5	7
> CC1=CC2C(C(O)CC3(C)C2CC(C)C32OCOC23COCO3)C2(C)C/C(=C\O)C(=O)C=C12 (centres undefined)
  x	0.5	-8	1	12	x	-10	x	1
> COc1ccc(/C=C2/C(=O)ON=C2C)cc1Br
  0.2	0.8	-4	0	2	-8	2	-8	-12
> CC1(C)CC2c3cccc(C(=O)O)c3C(=O)N2c2c1ccc1ccccc21 (centres undefined)
  -0.6	-0.4	-5	5	1	-2	-34	-11	5
> Cc1ccc(C(=O)C(=O)c2ccc(C)c(N)c2)cc1N
  -0.1	0.9	-5	9	1	-8	-9	-5	-11
> COC(=O)C1CCN(CC(=O)N(C)c2c(N)n(Cc3ccccc3)c(=O)[nH]c2=O)CC1
  1.0	0.3	-3	-17	1	3	-15	-3	-2
> CC(NC(=O)c1ccc(C(F)(F)F)cc1)C(c1ccccc1)N1CCOCC1 (centres undefined)
  -0.2	0.1	-9	10	10	2	15	-8	-7
> O=C(CCCN1C(=O)/C(=C/c2cccs2)SC1=S)Nc1cc([N+](=O)[O-])ccc1O
  11	0.8	0	-5	10	-9	-36	-5	5
> Cc1cccc(-c2ncc(CN3CCN(CCC(C)C)C(CCO)C3)cn2)c1 (centres undefined)
  2.7	-0.1	-13	-4	7	4	-12	-13	5
> COc1cccc(OC)c1C(=O)Nc1nnc(-c2cccs2)s1
  0.3	-0.2	-2	7	1	0	18	-19	1
> CCN(CC(=O)NCc1cccs1)CC(=O)Nc1c(Cl)ccc(C)c1Cl
  2.1	5.0	-4	17	5	-6	21	-27	-19
> COC(=O)CCc1c[nH]c2ccc([N+](=O)[O-])cc12
  x	-0.1	-5	-8	1	x	3	x	4
> C=CCn1c(CCC(O)CCCCC)n[nH]c1=S (centres undefined)
  -0.3	0.7	-7	7	5	-1	-8	-3	-9
> C=C1C[C@@H]2C[C@@H]2CN(S(=O)(=O)c2ccc(C)cc2)[C@@H]1c1ccco1
  x	0.1	x	24	1	x	9	x	-25
> CC1(C)Cc2cccc(OCC(=O)NCCOc3ccccc3)c2O1
  -1.6	1.0	1	19	4	0	-5	-11	-10
> COc1ccc(CCNC(=O)CSc2nc3sc(C(=O)O)c(C)c3c(=O)[nH]2)cc1OC
  0.1	0.2	-2	6	0	-8	-10	7	-4
> CCOC(=O)C1CCN(S(=O)(=O)c2ccc3[nH]c(=O)ccc3c2)CC1
  3.9	0.2	-2	-2	2	-6	1	0	6
> O=C(Nc1cc(S(=O)(=O)N2CCCCCC2)ccc1OCC(F)(F)F)C1CCC1
  0.6	0.5	-6	13	-1	-2	24	-16	-14
> NC(=O)C1CCN(c2oc(-c3ccccc3)nc2S(=O)(=O)c2ccc(Br)cc2)CC1
  0.6	0.0	-1	-1	0	-14	-2	-11	-1
> O=C(CCCN1C(=O)/C(=C/c2ccccc2Cl)SC1=S)NNC(=O)c1ccncc1
  1.7	3.4	1	9	4	-12	12	-20	-12
> CCCCc1ccc(S(=O)(=O)NC(=O)C2(C)CCN2C(=O)c2cccc(F)c2)cc1 (centres undefined)
  x	0.5	-4	13	2	x	-22	x	2

# Profiles as entered above. Order of values: V1R ag counter, M1 ag parental, M1 ag, CHO-K1 Ca PAM, TAAR1 ag, OXTR potentiator, TAAR1 antag, CHO parental Ca, CHO-K1 Ca antag
# Cc1ccc(C(=O)C(=O)c2ccc(C)c(N)c2)cc1N is entered as -0.1, 0.9, -5, 9, 1, -8, -9, -5, -11
# CC1(C)CC2c3cccc(C(=O)O)c3C(=O)N2c2c1ccc1ccccc21 (centres undefined) is entered as -0.6, -0.4, -5, 5, 1, -2, -34, -11, 5

# Following part:
# Results follow in this order: V1R ag counter	M1 ag parental	M1 ag	CHO-K1 Ca PAM	TAAR1 ag	OXTR potentiator	TAAR1 antag	CHO parental Ca	CHO-K1 Ca antag
> CC(C)(C)n1nc2c(c1NC(=O)c1ccc(S(=O)(=O)N3CCCC3)cc1)CS(=O)C2 (centres undefined)
  -0.1	0.1	-5	2	2	-16	5	3	0
> CC1(C(=O)Nc2ccc3c(c2)OCCO3)CC1(Cl)Cl (centres undefined)
  -0.2	0.4	-4	-7	2	-3	3	1	-6
> C=CCn1c(-c2cc(OC)c(OC)c(OC)c2)n[nH]c1=S
  0.1	0.1	-5	12	x	-3	x	-11	-6
> COc1cc(C(=O)Nc2ccc3c(c2)ncn3C(C)(C)C)cc(OC)c1OC
  x	2.6	1	23	2	x	-6	x	-6
> CCc1nc2ccc(C(=O)Nc3cccc(OCC(=O)N(C)C)c3)cn2c1N(CC)CCOC
  x	2.6	-3	-8	9	x	2	x	12
> Cc1csc(NC(=S)Nc2cccc(Cl)c2)n1
  9.0	6.5	-4	11	8	-10	1	-2	-6

# Bioassay records: PubChem, The Scripps Research Institute Molecular Screening Center
